VLA-4 inh: inhibition in a human VLA-4 binding assay. inhibition, % (about 7 µM as worked out from the volumes in the protocol). P13612. 330,000 compounds, 0.2% hits. VLA-4 expressing cells, ligand binding flow cytometry; in the data active means inhibition above about 50%
MEX-5 binding: C. elegans MEX-5 TCR-2 RNA binding activity | 300,000 compounds, 0.38% hits | MEX-5/FITC-TCR2 RNA binding, fluorescence polarization; active compounds read low | AID 1832 | activity score (negative = inhibition of binding), % at 10 µM | Q9XUB2;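 active means inhibition past about -25% in most replicates, and total fluorescence under double the plate's negative control median, limit read from the data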;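 further: 0% = DMSO and -100% = 5 µM competing unlabeled TCR2 RNA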
Target sequence (Q9XUB2 whole entry, looked up): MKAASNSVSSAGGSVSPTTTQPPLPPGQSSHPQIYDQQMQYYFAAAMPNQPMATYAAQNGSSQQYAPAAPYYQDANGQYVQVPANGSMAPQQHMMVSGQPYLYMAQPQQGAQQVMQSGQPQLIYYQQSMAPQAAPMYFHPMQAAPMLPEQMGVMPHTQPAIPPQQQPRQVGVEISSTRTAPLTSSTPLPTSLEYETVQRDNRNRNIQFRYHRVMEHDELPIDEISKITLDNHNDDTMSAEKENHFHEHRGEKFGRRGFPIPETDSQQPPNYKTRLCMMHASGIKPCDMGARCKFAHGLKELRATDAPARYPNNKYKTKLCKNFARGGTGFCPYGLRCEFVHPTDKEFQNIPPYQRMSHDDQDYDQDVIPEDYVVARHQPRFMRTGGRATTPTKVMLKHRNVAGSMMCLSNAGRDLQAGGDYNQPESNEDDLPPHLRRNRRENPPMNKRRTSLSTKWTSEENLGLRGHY
GRK2 inh: inhibitors of human GRK2 displacing RNA aptamer; P25098; AID 488847; 330,000 compounds, 0.59% hits; inhibition of aptamer binding, % at 10 µM; bead flow cytometry, FAM-aptamer displacement from GRK2;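 active means inhibition of aptamer binding above 40%, roughly 3 SD of noise, on plates passing a quality check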;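 further: median bead fluorescence of bound FAM aptamer so fluorescent compounds give negative values; no value below 0 was filed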
Yeast superoxide: yeast age-related superoxide inhibition as caloric restriction mimetic; S. cerevisiae aged cells, superoxide DHE fluorescence; active compounds read low; 330,000 compounds, 0.18% hits; superoxide response (% of plate mean), % at 10 µM;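 active means superoxide response under a set limit, about three screen SD below normal, cut at about 65% in these data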;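 further: yeast aged for seven days with compound at 30 °C before DHE staining; 100% = average MFI of all compound-treated wells on the plate with controls excluded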
GLD-1 TGE inh: GLD-1-TGE RNA interaction inhibition (C. elegans); inhibition, % at 5.96 µM; purified GLD-1 + fluorescein TGE RNA, fluorescence polarization; Q17339; 320,000 compounds, 0.44% hits; AID 2280;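 active means percent inhibition above a per-plate cutoff, the plate mean of test compounds plus 3 SD, cut at about 30% in these data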;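 further: 0% = DMSO wells with GLD-1 and probe and 100% = wells lacking GLD-1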
Target sequence (Q17339 whole entry, looked up): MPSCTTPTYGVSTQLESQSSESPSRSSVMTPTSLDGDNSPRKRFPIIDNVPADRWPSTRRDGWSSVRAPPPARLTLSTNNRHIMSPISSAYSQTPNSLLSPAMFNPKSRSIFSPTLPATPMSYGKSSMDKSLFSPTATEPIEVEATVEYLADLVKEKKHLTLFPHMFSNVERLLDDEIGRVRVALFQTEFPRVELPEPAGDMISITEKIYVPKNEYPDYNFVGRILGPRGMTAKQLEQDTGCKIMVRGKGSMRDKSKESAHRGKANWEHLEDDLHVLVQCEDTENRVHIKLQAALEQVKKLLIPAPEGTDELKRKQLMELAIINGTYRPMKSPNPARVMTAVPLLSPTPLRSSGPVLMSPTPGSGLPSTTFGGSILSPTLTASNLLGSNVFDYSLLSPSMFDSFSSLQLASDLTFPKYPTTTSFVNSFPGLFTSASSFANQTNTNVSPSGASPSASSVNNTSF
AGP1-GFP MLPCN: modulators of TOR pathway AGP1-GFP in S. cerevisiae. S. cerevisiae AGP1-GFP multiplex flow cytometry, 3 h; GFP as percent of DMSO wells. GFP response vs DMSO, % at 10 µM. 320,000 compounds, 0.02% hits. AID 2066;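 active means GFP response relative to DMSO above a set limit, near screen average plus 3 SD, cut at about 150% in these data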;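 further: median GFP channel fluorescence of the gated AGP1 strain per well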
Bcl-xL primary: inhibitors of human Bcl-xL; Q07817; GST-Bcl-xL / FITC-Bim BH3 peptide fluorescence polarization; inhibition, % at 10.9 µM; 320,000 compounds, 0.7% hits;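 active means inhibition above the mean of all tested compounds plus 3 SD, cutoff set per campaign, cut at about 30% in these data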;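 further: 0% = DMSO wells and 100% = unlabeled Bim-BH3 peptide competitor; inhibitors lower millipolarization by displacing the labeled peptide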
MCL1-BIM inh: MCL1-BIM-BH3 interaction inhibition (human) | GST-MCL1 / FITC-Bim-BH3 fluorescence polarization | 320,000 compounds, 0.68% hits | inhibition, % at 10.9 µM | AID 2057;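 active means inhibition above the mean inhibition of all tested compounds plus 3 SD, set per campaign, cut at about 40% in these data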;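 further: 0% = DMSO wells and 100% = unlabeled Bim-BH3 peptide control; higher means more loss of mP so more displacement of Bim peptide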
CIT2 TOR yeast: alters CIT2-GFP fluorescence in TOR pathway yeast screen; S. cerevisiae CIT2-GFP strain, flow cytometry, 3 h; 100 means same as DMSO wells; GFP response vs DMSO, % at 10 µM; 320,000 compounds, 0.065% hits; AID 2029;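 active means GFP response relative to DMSO above a set limit, near the screen mean plus 3 SD, cut at about 150% in these data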;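 further: ratio of well median GFP fluorescence to mean of DMSO wells on the plate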
Numbers without * were called inactive; · = no result given; & = joins results of further samples.

SMILES	VLA-4 inh	MEX-5 binding	GRK2 inh	Yeast superoxide	GLD-1 TGE inh	AGP1-GFP MLPCN	Bcl-xL primary	MCL1-BIM inh	CIT2 TOR yeast
CN(c1ccccc1)c1ccc(/C=C(\C#N)c2nnc3n2CCCCC3)cc1[N+](=O)[O-]	5	-3.5	0	91	7	96	2	1	105
CC(=O)c1ccc(OCc2cc(C(=O)N(C)CCOc3ccc(C)cc3)no2)cc1	11	2.4	0	98	-3	104	3	9	108
CCCCCC(=O)N/N=C(\C)c1ccc(Cl)cc1	13	0.1	8	100	-2	98	-4	-10	94
O=C(O)c1nsc(Cl)c1Cl	4	-1.2	1	104	-1	·	3	0	88
O=C(NCc1ccccn1)C1CC(c2ccccc2O)=NO1 (stereo not given)	11	1.6	1	85	-12	·	1	-1	91
CCN(CC)CCC(c1cc(OC)c(OC)c(OC)c1)c1c(OC)cc(OC)c2ccc(=O)oc12 (stereo not given)	19	1.5	0	91	10	82	3	2	70
Clc1ccc(-c2noc(CSc3nnc(-c4ccncc4)n3-c3ccccc3)n2)cc1	-9	-0.3	1	124	23	94	-1	-1	92
Cn1cc[n+](C)c1COc1ccc(C=O)cc1	0	-1.6	0	97	5	99	6	-4	112
O=C(Cc1cccc(NC(=O)C2CCN(C(=O)C3CCCC3)CC2)c1)Nc1cccc(C(=O)N2CCCC2)c1	1	·	0	92	0	99	6	6	100
C[C@H](CO)N1C[C@H](C)[C@@H](CN(C)C)Oc2c(NC(=O)Cc3ccccc3)cccc2C1=O	21	·	2	100	-2	96	·	·	89
O=C(CC1C(=O)NCCN1Cc1c(F)cccc1Cl)NCc1ccccc1 (stereo not given)	-2	0.9	1	96	7	106	12	14	90
CCc1cc(C(=O)N/N=C/c2ccc(OC)cc2)c2ccccc2n1	9	-0.2	0	97	4	102	-3	-5	114
CCOc1ccc(C(=O)O[C@H]2[C@H](Cc3ccccc3)NS(=O)(=O)[C@H]3C[C@@H]4C=C[C@]23O4)cc1	12	·	1	117	-2	92	-5	-2	92
Cc1cccc(C)c1NC(=O)COC(=O)CNC(=O)C1CCCCC1	18	·	95*	103	1	92	5	5	86
O=c1c2cc(N3CCOCC3)ccc2[nH]c(=S)n1Cc1ccccn1	-2	-2.2	0	88	8	109	7	11	109
NS(=O)(=O)c1ccc(NS(=O)(=O)c2ccc(NC(=S)Nc3ccccc3)cc2)cc1	-17	-1.1	1	92	-2	110	7	13	111
CCCCN(CCCC)C(=O)c1ccccc1NC(=O)CN1C(=O)c2ccccc2C1=O	3	0.0	0	105	0	96	3	0	94
CC(C)C(c1nnnn1Cc1ccco1)N1CCN(C2CCCC2)CC1 (stereo not given)	-2	1.6	2	93	-2	98	7	6	98
O=C(O)c1cccc(Nc2nc(-c3ccc([N+](=O)[O-])cc3)nc3ccccc23)c1	14	-0.4	1	101	·	98	·	·	103
CCN(c1ccccc1)S(=O)(=O)c1ccc(OC)c(NC(=O)Cc2ccc(F)cc2)c1	-6	·	1	97	0	94	-9	-6	86
O=S(=O)(c1cnc(Cl)c(Cl)c1)N1CCCc2ccccc21	7	-0.5	4	81	-1	98	2	4	91
CN=c1scc(C)n1/N=C/c1ccc(O)cc1	14	1.9	2	93	-2	104	3	-2	109
COc1ccc(Br)cc1S(=O)(=O)NCc1ccccc1	6	0.7	0	110	4	99	2	11	98
CC1CCCN(C(=O)CCS(=O)(=O)c2ccc3c(c2)n(C)c(=O)c(=O)n3C)C1 (stereo not given)	1	0.4	1	99	1	97	0	1	92
CCn1c(C)nc2cc(C(=O)N/N=C/c3ccccc3)ccc21	1	-4.1	0	113	8	111	4	2	106
CCCCCCOC(=O)C1=C(C)NC(=O)NC1c1ccc2c(c1)OCO2 (stereo not given)	-1	0.3	0	96	9	103	4	10	101
O=C(CCSc1ccc(Cl)cc1)NC1CCCC1	25	0.0	0	109	0	97	4	8	98
COc1cccc(-c2ccc(C#N)c(SCC(=O)NCCc3ccc(Cl)cc3)n2)c1	-10	1.2	0	100	0	106	-2	-4	101
CC(=O)N1CCN(C(=O)COC(=O)/C=C/c2ccccc2[N+](=O)[O-])CC1	-1	·	0	110	-3	95	·	·	97
COc1ccc(CNC(=O)CNC(=O)c2ccc(C(C)(C)C)cc2)cc1OC	12	2.2	0	62*	-4	95	3	3	97
O/N=C\c1cccn1-c1nccs1	3	-0.3	18	108	1	98	0	5	99
COc1cc(/C=C2/C(=O)NN(c3ccc(Cl)cc3)C2=O)ccc1OC(=O)c1ccco1	19	-0.2	0	98	-3	96	13	15	118
CCC(=O)N(CCc1ccc(S(N)(=O)=O)cc1)C1CC(=O)N(c2ccc(OC)cc2)C1=O (stereo not given)	2	0.8	0	114	-2	101	4	6	97
C=CCSc1nnc(NC(=O)C2CSC3(C)CCC(=O)N23)s1 (stereo not given)	1	1.3	21	95	-4	90	-3	3	89
CCOc1ccc2ccccc2c1/C=N/NC(=O)c1c(C)cc(C)[nH]c1=O	-14	-2.7	0	107	1	100	10	5	101
CCOC(=O)c1ccccc1NC(=O)CSc1cccc[n+]1[O-]	-9	-0.9	3	100	0	94	1	6	98
CCN1C(=O)/C(=C2/Sc3ccccc3N2CCCS(=O)(=O)O)SC1=S	-10	0.4&1.7	3	100	-5	101	8	22	101
Cc1csc2nc3ccccc3c(=O)n12	0	-3.5	1	106	0	106	3	2	103
Cc1sc2ncn(CC(=O)NCCN(C)C)c(=O)c2c1S(=O)(=O)N1CCC(C)CC1	1	0.0	1	98	2	103	5	8	101
CCN1CCN(C(=O)/C=C/c2ccc(C(C)C)cc2)CC1	15	-0.9	0	104	-4	94	-2	1	86
CC(=O)c1cccc(NS(=O)(=O)N2CCCCC2)c1	4	-0.9	1	86	-2	105	0	-2	95
O=C(Nc1ccc(Br)cc1)c1cc(-c2ccncc2)nc2ccccc12	-19	·	0	103	0	98	·	·	99
O=C(N/N=C/c1ccc2c(c1)OCO2)c1cc(-c2ccccc2Cl)nc2ccccc12	-2	0.5	2	96	1	103	3	2	103
COc1ccc(-c2nc3ccccn3c2CN2CCN(c3ccccc3F)CC2)cc1	4	0.2	2	109	-1	111	2	10	90
O=C(N/N=C/c1sc2ccccc2c1O)c1ccccc1	-3	-4.1	0	99	-98	100	-54	-104	87
COc1ccc(C(=O)Nc2nc3cc4c(cc3s2)OCO4)c(OC)c1	18	0.2	0	102	3	100	8	1	107
CC(=O)c1ccccc1N(C(=O)Cn1nnc2ccccc21)C(C(=O)NCC1CCCO1)c1ccc(N2CCOCC2)cc1 (stereo not given)	12	0.4	2	92	0	99	1	-7	99
O=C(Oc1ccccc1C(=O)N1CCOCC1)c1ccccc1	5	-0.8	0	86	1	113	1	11	111
Cc1cc(C)n2nc(C(=O)OCC(=O)Nc3ccc(C)c(S(=O)(=O)N(C)C)c3)nc2n1	-3	·	0	94	-2	97	3	8	98
C=CCn1cnc2scc(-c3ccc(CC)cc3)c2c1=O	1	4.3	0	103	2	96	-3	4	93
CC(C)(C)c1ccc(C(=O)Nc2ccc(S(N)(=O)=O)cc2)cc1	13	-2.5	0	104	1	102	3	-3	103
Cc1ncc([N+](=O)[O-])n1CCOC(=O)c1ccc(Br)cc1	22	-1.8	3	93	-3	101	2	-5	107
O=C(Nc1nncs1)Oc1ccccc1	8	0.6	0	82	3	107	7	9	101
CN1c2ccc(Cl)cc2C(=O)NC1C1CC=CCC1 (stereo not given)	14	0.2	5	95	-2	113	4	-2	102
O=c1[nH]ncn1-c1ccccc1	9	1.1	1	101	-6	96	1	-8	96
Clc1ccccc1/C=N/NC1=Nc2cccc3cccc1c23	-88	-4.8	0	109	48*	101	23	15	101
CN1CCCNc2nc3ccccc3nc21	8	-1.7	1	106	-6	103	2	-6	92
CC1CCN(C(=O)C2CCC(CNS(=O)(=O)c3cccc4cccnc34)CC2)CC1 (stereo not given)	-10	0.2	1	98	-9	95	-7	-12	88
Cc1ccc(N(C(=O)c2csnn2)C(C(=O)NC2CCCCC2)c2ccccn2)cc1C (stereo not given)	18	0.4	4	99	-9	100	3	1	101
CCN=C1SC(CC(=O)Nc2ccc3c(c2)OCO3)C(=O)N1CC (stereo not given)	0	-0.8	2	104	4	96	2	10	95

Fetched by structure from the entries so far:
SMILES	VLA-4 inh	MEX-5 binding	GRK2 inh	Yeast superoxide	GLD-1 TGE inh	AGP1-GFP MLPCN	Bcl-xL primary	MCL1-BIM inh	CIT2 TOR yeast
Clc1ccccc1/C=N/NC1=Nc2cccc3cccc1c23	-88	-4.8	0	109	48*	101	23	15	101
CC1CCN(C(=O)C2CCC(CNS(=O)(=O)c3cccc4cccnc34)CC2)CC1 (stereo not given)	-10	0.2	1	98	-9	95	-7	-12	88
CC(C)(C)c1ccc(C(=O)Nc2ccc(S(N)(=O)=O)cc2)cc1	13	-2.5	0	104	1	102	3	-3	103
Cc1ncc([N+](=O)[O-])n1CCOC(=O)c1ccc(Br)cc1	22	-1.8	3	93	-3	101	2	-5	107
CN1c2ccc(Cl)cc2C(=O)NC1C1CC=CCC1 (stereo not given)	14	0.2	5	95	-2	113	4	-2	102

New compounds follow
SMILES	VLA-4 inh	MEX-5 binding	GRK2 inh	Yeast superoxide	GLD-1 TGE inh	AGP1-GFP MLPCN	Bcl-xL primary	MCL1-BIM inh	CIT2 TOR yeast
CCOC(=O)c1c(C)[nH]c(C(=O)COC(=O)c2ccncc2)c1C	4	-2.9	1	97	7	99	1	-1	97
Cc1cccc2nc(COc3ccc(Cl)c4cccnc34)cn12	3	0.5	3	98	2	118	2	-1	107
Nn1c(Nc2ccccc2)nc2ccccc21	10	2.5	1	93	3	90	-1	5	91
COc1ccc(N(C)C(=O)CCS(=O)(=O)c2cccc3nonc23)cc1	21	-0.9	3	104	3	95	1	4	95
CCc1ccc(C(=O)/C=C/NCc2ccc(F)cc2)cc1	·	2.0	2	104	1	104	2	-2	89
c1ccc2[nH]c(SCC3CCCCO3)nc2c1 (stereo not given)	1	-0.4	1	104	3	98	2	2	95
COc1ccc(/C=N/n2cc(-c3ccccc3)nc2N)cc1	3	-1.3	0	95	3	104	3	3	110
Cc1cc2sc(C(=O)O)c(C)c2s1	2	0.9	0	98	1	88	-2	-1	98
CC1Cc2nc(SCC(=O)NCc3ccco3)n(-c3ccccc3)c(=O)c2S1 (stereo not given)	-24	-0.7	0	94	-2	96	6	0	98
Cc1nc2ccccc2cc1C(=O)NCc1ccccc1	12	·	2	98	6	102	2	4	98
C[C@@H]1COC(=O)[C@H](Cc2ccc(F)cc2)C/C=C\C[C@@H](CC(=O)NCCO)C(=O)N1	4	·	0	82	-2	94	·	·	87
CC(NC(=O)N(Cc1ccccc1)Cc1ccc2c(c1)OCO2)(C(F)(F)F)C(F)(F)F	10	-0.1	0	96	-5	109	1	4	109
CC(NC(=O)NC(=O)c1ccc(F)cc1)C1CC1 (stereo not given)	-4	·	0	96	2	96	·	·	101
C/C(=N\NC(=O)c1nnn(-c2nonc2N)c1CSc1ccccc1)c1ccc2c(c1)OCO2	6	-3.2	0	102	-4	105	4	10	103
C(#CCN1CCOCC1)COC(c1ccccc1)c1ccccc1	16	-1.1	2	99	5	103	7	9	109
COc1cc(OC)cc(C(=O)N[C@H](C(=O)NCCc2ccc(S(N)(=O)=O)cc2)C(C)C)c1	-5	1.7	0	119	-6	89	-7	-2	92

Source: PubChem BioAssay (several laboratories)
